# OX1R antag-1: OX1R (HCRTR1) antagonists, primary screen, fluorescence, CHO/OX1R cells, Fluo-8 calcium, orexin A; Fluo-8 calcium fluorescence; inhibition, % at 5 µM; hit rate 0.43% among 330,000; AID 434989, 2010;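 active = inhibition above its plate's threshold, mean inhibition of all tested compounds on the plate plus 3 SD, cut at about 37% in these data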;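 also: 0% = orexin A challenge wells and 100% = SB-334867-A antagonist wells; not every result past the cut was called active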
# Target sequence (O43613 whole entry, looked up): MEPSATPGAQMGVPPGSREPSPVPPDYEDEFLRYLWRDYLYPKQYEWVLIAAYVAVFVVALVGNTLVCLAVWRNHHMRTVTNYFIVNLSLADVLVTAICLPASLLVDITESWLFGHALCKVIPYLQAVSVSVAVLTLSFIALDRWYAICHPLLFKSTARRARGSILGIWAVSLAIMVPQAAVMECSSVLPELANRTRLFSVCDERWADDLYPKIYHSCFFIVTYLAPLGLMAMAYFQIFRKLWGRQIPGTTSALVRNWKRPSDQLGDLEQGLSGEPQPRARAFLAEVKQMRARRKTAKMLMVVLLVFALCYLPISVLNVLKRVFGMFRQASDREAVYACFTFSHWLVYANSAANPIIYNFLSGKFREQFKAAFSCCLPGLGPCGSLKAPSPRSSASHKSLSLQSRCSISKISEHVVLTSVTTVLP
# OX1R antag-2: antagonists of human orexin 1 receptor (OX1R). hit rate 1.8% among 330,000. Orexin/Hypocretin receptor type 1 (Homo sapiens), O43613. OX1R-expressing cells, FRET antagonist read-out. inhibition, % at 6.6 µM. AID 485270, 2010; in the data active = inhibition mostly above about 38%, no sharp cut-off; inactive = mostly below about 40%;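 also: 0% = agonist challenge alone and 100% = reference antagonist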
# The depositor's hits bear a star.
OX1R antag-1	OX1R antag-2	smiles
5	-3	O=C(O)c1cc(N/N=C2/CC(c3ccccc3)Oc3ccccc32)ccc1Cl (centres undefined)
-11	30	C=CCn1c(SCc2ccccc2)nc2c1c(=O)[nH]c(=O)n2C
-15	14	Cc1cc2c(cc1S(=O)(=O)Nc1cccc(C)c1C)n(C)c(=O)c(=O)n2C
-8	8	CC(=O)Nc1ccc(NC(=O)[C@H](C)NC(=O)c2ccco2)cc1
-4	14	COc1cc(Cl)cc(C#N)c1OCC(=O)O
-25	1	O=C(c1ccc(F)cc1F)N(Cc1ccccn1)Cc1ccco1
-12	12	Cn1c(C(O)C(O)c2ccccc2)nc2ccccc21 (centres undefined)
-1	12	Cc1ccc(CSc2nnc(CCNC(=O)OC(C)(C)C)o2)cc1
-16	22	COc1ccc(CNC(=O)c2ccc3nccnc3c2)cc1
1	2	O=C(c1ccccn1)N1CCN(S(=O)(=O)c2ccc(F)cc2)CC1
-33	25	CC1C(=O)N2CCCc3cc(NC(=O)COc4ccc(Cl)cc4)cc1c32 (centres undefined)
-14	31	NC(=NCc1ccccc1)c1cccc([N+](=O)[O-])c1
-5	3	Cn1c(=O)c2c([nH]c(=O)n2C)n(Cc2ccccc2)c1=O
-27	16	CN1CCN(Cc2cc(COCc3ccccc3)c3cccnc3c2O)CC1
-15	11	COc1ccc(C(=O)NCc2nnc(SC)n2Cc2ccccc2)cc1
-13	13	CN1CCCC1CCNc1ccc2c(=O)c3ccccc3oc2c1 (centres undefined)
-1	11	COCC(=O)n1cc(C(=O)OC)c2ccccc21
-36	15	COc1ccc(N(CC(=O)NN=C2CCN(C)CC2)S(=O)(=O)c2ccc(NC(C)=O)cc2)cc1
-5	17	O=S(=O)(NN1CCOCC1)c1ccc(Br)cc1
-9	7	O=C(CN1CCOCC1)Nc1cc(Cl)ccc1Cl
-20	21	Cc1ccccc1C(=O)NCC(=O)OC(C)C(=O)Nc1cccc(S(=O)(=O)N2CCOCC2)c1 (centres undefined)
-19	6	CC(C)c1cc(-c2cc(-c3ccc(Cl)cc3)on2)nc(NC2CCCC2)n1
-5	4	C/C(=N\NC(=O)Cn1c(C)nc2ccccc21)c1cccs1
-19	13	C/C(=C\C(=O)c1ccc(Cl)cc1)Nc1ccc(N2CCOCC2)cc1
-14	38	Cc1ccc(C(=O)Nc2cc([N+](=O)[O-])ccc2F)s1
-13	26	O=C(/C=C\NCC(=O)c1ccccc1)c1ccc2ccccc2c1
-9	8	Cn1/c(=N/N=C/c2ccc(Cl)c([N+](=O)[O-])c2)sc2ccccc21
-8	15	COc1ccccc1-n1c(=O)[nH]c2c(C(N)=O)nc(-c3cccnc3)nc21
-4	17	C/C(=N\Nc1ccc(F)cc1F)c1ccc(N2CCOCC2)cc1
2	42	CCOC(=O)C1=C(C)N(CCCCCC(=O)O)C(=O)NC1c1cccc([N+](=O)[O-])c1 (centres undefined)
-24	34	Cc1cc(C)cc(NC(=O)CN2CCc3ccccc3C2)c1
-27	6	O=C(CCN1C(=O)c2ccccc2C1=O)C1=NN[C@@H]2C(=O)N(c3cccc(Cl)c3)C(=O)[C@H]12
-16	-1	COc1ccc(-c2nnc(SCC(=O)N3CCCC3)o2)c(OC)c1
-26	20	CCOc1ccc(CCNC(=O)c2cc(-c3ccccc3)c(N3CCOCC3)s2)cc1
-15	10	COC(C(=O)Nc1ccnn1C1CCN(Cc2nccs2)CC1)c1ccccc1 (centres undefined)
-8	-7	Fc1ccc(-n2c(Cn3nnc4ccccc43)n[nH]c2=S)cc1
-9	9	COc1cc(C)ccc1S(=O)(=O)n1nc(C)cc1C
-22	6	Cc1ccc(S(=O)(=O)N(C)CC(=O)OCC(=O)N2CCN(c3ccccc3)CC2)cc1
-12	9	COc1ccccc1NC(=O)Cn1nc(C)n2cccc2c1=O
-6	28	CC1CCc2c(sc(NC(=O)/C=C/c3cccs3)c2C(=O)O)C1 (centres undefined)
-6	16	CCCCN(C(=O)C1CC1)C1CCS(=O)(=O)C1 (centres undefined)
-6	8	CC(C)(C)n1nc2c(c1NC(=O)c1ccc(Br)cc1)CS(=O)C2 (centres undefined)
-1	6	COCCn1c(SCC(=O)Nc2ccc(C(N)=O)cc2)nc2c([nH]c3ccccc32)c1=O
-13	7	CC1CCN(C2=NC(=O)/C(=C/c3ccccc3F)S2)CC1
-27	9	CCOC(=O)c1cnc2c(c(C)nn2C)c1Oc1cc(Cl)cc(Cl)c1
-10	17	O=C(NCc1cccnc1)Nc1ccc(Cl)cc1
-13	4	C[C@@]12CCC[C@@](C)(C(=O)O)C1CC[C@@]13C[C@@H](NCc4ccccc4)[C@@](C)(CCC12)C3 (some centres undefined)
-13	7	O=C(Nc1nnc(-c2ccc(F)cc2)o1)C1CCCN1S(=O)(=O)c1cccs1 (centres undefined)
-28	25	CSc1nc(SCC(=O)NCc2ccco2)c2c3c(sc2n1)COC(C)(C)C3
-5	5	Cc1cc(=O)oc(C)c1C(=O)NCCC(C)C
-18	-1	CCCn1cc2c(c1-c1cccc(C)c1)c(=O)n(C)c(=O)n2C
-16	33	CCOC(=O)CC(NS(=O)(=O)c1ccc(OC)c(C)c1)c1cccc([N+](=O)[O-])c1 (centres undefined)
-5	0	Cc1sc(NC(=O)CSc2nc(O)cc(=O)[nH]2)nc1-c1ccccc1
-27	5	COCCN(C(=O)COC(=O)CCOc1cccc(C)c1)c1c(N)n(Cc2ccccc2)c(=O)[nH]c1=O
-25	3	COc1cc(OC)c2c(-c3cccc(-c4ccc(OC(F)(F)F)cc4)c3)cc(=O)oc2c1
-17	6	Cc1ccnc(NS(=O)(=O)c2ccccc2)c1
-3	7	N#CCCN(C(=O)Nc1ccccc1)c1ccccc1
-18	-6	COc1cc2c(cc1OC)C(C)N(C(=O)Nc1ccccc1)CC2 (centres undefined)
3	8	COCCCNC(=O)CCc1ccccc1
11	6	O=C(O)Cc1ccc(NC(=O)C2CC=CCC2C(=O)O)cc1 (centres undefined)

# (cont.)
OX1R antag-1	OX1R antag-2	smiles
-19	13	O=C(Cn1cc2c(n1)CCCC2)Nc1ccccc1Cl
3	8	Cc1ccc(N(C)S(=O)(=O)c2c[nH]c3ccc([N+](=O)[O-])cc23)cc1
-12	5	COC(=O)c1ccc(NC(=O)CSc2nncn2-c2cccnc2)cc1
-30	44	O=C(CSCc1ccc(Cl)cc1)Nc1ccc2c(c1)OCO2
-17	5	CCSc1nc2c(c(=O)[nH]c(=O)n2C)n1C
-7	5	O=C(OCC(=O)c1ccc[nH]1)c1ccccc1
4	90*	O=c1c2ccccc2nc2c3ccccc3c(NCc3ccccn3)nn12
7	0	COCCN(C(=O)Nc1ccc(F)cc1F)c1nc2ccccc2s1
-46	19	COc1cc(OC)cc(C(=O)N2CCC(n3c(C)nc4cc(F)ccc43)CC2)c1
13	15	O=C(Nc1nc2cc3c(cc2s1)OCO3)C1CC1
-1	1	COC(=O)/C=C1\SC(=NC(=O)c2ccc(-c3ccccc3)cc2)NC1=O
-24	4	O=C(C[n+]1ccccc1)N/N=C/c1ccc(O)cc1
-10	9	CC1CCN(C(=O)CN(c2ccc(Oc3ccccc3)cc2)S(C)(=O)=O)CC1
1	65*	O=C(OCC(=O)N1CCCC1)c1ccc(Cl)c([N+](=O)[O-])c1
-16	15	O=S(=O)(c1ccc(Cl)cc1)N1CCN(c2ccc(N3CCOCC3)nn2)CC1
-24	29	Cc1cc(C)c(C)c(S(=O)(=O)N2C(=S)NC(=O)C2C(C)C)c1C (centres undefined)
-4	6	CSc1nc(-c2ccccc2)c2cc(Cl)ccc2n1
-31	19	CCCC(=O)N1CCN(c2nc(CC(C)C)c3c(c2C#N)CCC3)CC1
-10	42	CCCCC(=O)Nc1ccc(C(=O)Nc2ccc(S(=O)(=O)Nc3nccc(C)n3)cc2)cc1
-2	-9	Cc1ccc(Nc2nc(C)cc(C)c2C(N)=O)c(C)c1

# Entries listed above printed as active in OX1R antag-2:
OX1R antag-1	OX1R antag-2	smiles
4	90*	O=c1c2ccccc2nc2c3ccccc3c(NCc3ccccn3)nn12
1	65*	O=C(OCC(=O)N1CCCC1)c1ccc(Cl)c([N+](=O)[O-])c1

# Additional compounds:
OX1R antag-1	OX1R antag-2	smiles
-18	9	CC(=O)N1C(=O)C2(C(C#N)=C(N)Oc3n[nH]c(-c4ccccn4)c32)c2ccccc21 (centres undefined)
2	59*	Cc1cc(C)c(C(=O)NC2CCCc3c2cnn3-c2cccc(C)c2C)o1 (centres undefined)
-12	-1	CC(C)C(C)(C#N)NC(=O)CSc1nc2scc(-c3ccco3)c2c(=O)n1-c1ccccc1 (centres undefined)
-13	4	CC(C)CC(NC(=O)OC(C)(C)C)C(=O)NCc1ccccc1 (centres undefined)
-15	11	CC(CC(=O)Nc1ccccc1)NCCCN1CCCC1=O (centres undefined)
-13	22	CCOC(=O)Cc1csc(/N=C/c2c(O)n(-c3ccc(C)c(C)c3)c(=O)c3ccccc23)n1
-7	10	COc1cc(N)c(Cl)cc1C(=O)OCC(=O)Nc1cccnc1Cl
-21	30	Cc1cc(C)nc(Nc2ncc(O)n2-c2ccc(C)c(Cl)c2)n1
-30	7	COCC1CCN(C(=O)CCc2nnc(CCCCc3ccccc3)o2)CC1
-20	19	CCOC(=O)CSc1nnc(CSc2nc(C)cc(C)n2)n1Cc1ccco1
-24	18	CN(Cc1ccccc1)C(=O)C1CCCN1S(=O)(=O)c1ccc(Cl)cc1 (centres undefined)
-4	1	O=c1oc(C2(O)CCCCC2)cc2ccc(Br)cc12
-19	23	CCC(C)NC(=O)CNC(=O)Cn1c(C)cc2ccccc2c1=O (centres undefined)
-5	4	COC(=O)[C@]12C(=O)NC[C@H](CN1c1ccc(C(F)(F)F)cc1)N2C
-6	6	O=C(CSCc1ccc(Cl)cc1)Nc1ccc(-c2nnc(-c3ccccc3)o2)cc1
-20	61*	COc1ccc(N(C)C(=O)CCS(=O)(=O)c2cccc3nonc23)c(OC)c1
-8	17	Cc1cc(C)n(-c2c(C)[nH]c3ccccc23)n1
-23	64*	CN(C)c1ncnc2sc(-c3ccccc3)cc12
-7	37	O=C(NCc1ccco1)c1cccc2c1C(=O)c1ccc(N3CCCC3)cc1S2(=O)=O
3	12	Cc1nn(C)c(C)c1S(=O)(=O)N1CCC(CO)(Cc2ccc(Cl)cc2)CC1
-1	13	[O-]/C(=C(\C(=S)Nc1cccc2ccccc12)[n+]1ccccc1)c1cccs1
-23	18	COc1ccc(CNC(=O)C(C)N2C(=O)COc3ccc(C)cc32)c(OC)c1 (centres undefined)
-8	3	CN(CC(=O)Nc1cccnc1)S(=O)(=O)c1ccccc1
-34	28	CCC(C)NC(=O)N1c2ccccc2Sc2ccccc21 (centres undefined)
-3	6	CCOC(=O)Cc1c(C)nc2c(C#N)c[nH]n2c1=O
-6	52	COCCn1c(N)c(Sc2ccc([N+](=O)[O-])cc2)c(=O)[nH]c1=O
-30	5	NC(=O)C(c1ccc(Cl)cc1)c1ccc(Sc2ccc(Cl)cc2)nn1 (centres undefined)
-14	21	CC12CCC(=O)N1C(C(=O)Nc1cccc(S(=O)(=O)N3CCCCCC3)c1)CS2 (centres undefined)
-29	11	Cc1cc2ccccn2c1C(=O)c1ccc(C#N)cc1
-10	6	COc1cccc(C2CC(c3c(Cl)cccc3Cl)n3nc(N)nc3N2)c1 (centres undefined)
-25	15	Cc1ccn(CCC(=O)N2CCCC(CCC(=O)N3CCN(c4ccccn4)CC3)C2)n1 (centres undefined)
-15	4	CC(C)c1cc(C(=O)Nc2ccc3c(c2)OCO3)no1
-21	6	CC1CC2=C(NC(=S)NC2c2ccc(F)cc2)/C(=C/c2ccc(F)cc2)C1 (centres undefined)
-21	31	COc1ccc(Cl)cc1NC(=O)CCc1nnc2ccc(N3CCC4(CC3)OCCO4)nn12
-7	18	CCCCCc1c(O)c2ccccc2[nH]c1=O
-23	19	CC(C)Cc1nnc(NC(=O)CSc2ccccn2)s1
-12	19	Cc1ccc(NC(=O)c2ccc(C)c(NC3=NC4CS(=O)(=O)CC4S3)c2)cc1C (centres undefined)
-3	7	N#Cc1cnn2c(-c3cccc(C(F)(F)F)c3)ccnc12
-15	21	Cc1cc(F)ccc1S(=O)(=O)N1CCC2(CC1)OCCN2S(=O)(=O)c1cccs1
-31	16	CC1(c2ccc3noc(-c4ccc(Cl)cc4)c3c2)OCCO1
-18	11	Cc1cc(Cl)c(S(=O)(=O)Nc2ccc(Cl)cn2)cc1OCC(N)=O

# Ordered by SMILES length (smallest number first): 15 of the compounds above
OX1R antag-1	OX1R antag-2	smiles
-7	18	CCCCCc1c(O)c2ccccc2[nH]c1=O
-23	19	CC(C)Cc1nnc(NC(=O)CSc2ccccn2)s1
-29	11	Cc1cc2ccccn2c1C(=O)c1ccc(C#N)cc1
-3	6	CCOC(=O)Cc1c(C)nc2c(C#N)c[nH]n2c1=O
-8	3	CN(CC(=O)Nc1cccnc1)S(=O)(=O)c1ccccc1
-3	7	N#Cc1cnn2c(-c3cccc(C(F)(F)F)c3)ccnc12
-31	16	CC1(c2ccc3noc(-c4ccc(Cl)cc4)c3c2)OCCO1
-10	6	COc1cccc(C2CC(c3c(Cl)cccc3Cl)n3nc(N)nc3N2)c1 (centres undefined)
-18	11	Cc1cc(Cl)c(S(=O)(=O)Nc2ccc(Cl)cn2)cc1OCC(N)=O
-23	18	COc1ccc(CNC(=O)C(C)N2C(=O)COc3ccc(C)cc32)c(OC)c1 (centres undefined)
-6	52	COCCn1c(N)c(Sc2ccc([N+](=O)[O-])cc2)c(=O)[nH]c1=O
-21	6	CC1CC2=C(NC(=S)NC2c2ccc(F)cc2)/C(=C/c2ccc(F)cc2)C1 (centres undefined)
-1	13	[O-]/C(=C(\C(=S)Nc1cccc2ccccc12)[n+]1ccccc1)c1cccs1
-25	15	Cc1ccn(CCC(=O)N2CCCC(CCC(=O)N3CCN(c4ccccn4)CC3)C2)n1 (centres undefined)
-15	21	Cc1cc(F)ccc1S(=O)(=O)N1CCC2(CC1)OCCN2S(=O)(=O)c1cccs1

# Source: PubChem BioAssay
